SDO1 yeast rescue = growth rescue of sdo1-depleted yeast, primary screen, S. cerevisiae, bone marrow failure model; 140,000 tested, 0.21% active; z-score at 10 µM; S. cerevisiae sdo1-depleted JHY4D growth rescue, OD600 30 h; stronger effect = higher value; pdr5 snq2 efflux-pump mutant strain; AID 817, 2007;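 active = z-score above 3 at both the 24 hr and the 30 hr optical density reads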;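 also: z-score against mean and SD of all compound wells on the same plate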
Insulin prom inh = inhibitors of insulin promoter-driven GFP, primary screen, imaging, TRM-6 cells (human fetal islet line), eGFP reporter, cell count; reporter expression induced with tamoxifen; inhibition, % at 2 µM; 130,000 tested, 0.9% active;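 active = inhibition above the mean plus 3 SD, with well images judged a real hit on visual review, cut at about 60% in these data, passing the limit was not always enough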
SDO1 yeast rescue Rescue 24 h = also measured in SDO1 yeast rescue; calls as there; z-score; S. cerevisiae sdo1-depleted JHY4D growth rescue, OD600; measured here: growth rescue at 24 h;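 0 is the plate mean of compound wells and units are plate SD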
Numbers without * were called inactive; i = inactive; nt = not tested or not shown. The list is partial (hit frequency here may not be typical).

1) CCCCn1c(O)c(C(C)=NCCCN(C)C)c(=O)[nH]c1=O
2) O=c1c2ccccc2nc(-c2ccco2)n1-c1ccccc1
3) Brc1ccc(C2N3CCCN23)cc1 (centres undefined)
4) N=C1c2ccccc2CN1CC(=O)c1ccccc1
5) CCOP(=O)(OCC)C(NC(=O)C(Cl)Cl)C(Cl)(Cl)Cl (centres undefined)
6) CC(NC(=O)Oc1ccccc1)C(c1cccs1)N1CCOCC1 (centres undefined)
7) COc1ccccc1CCNC1C2CC3CC(C2)CC1C3 (centres undefined)
8) CN1C(=O)N(C)C(=O)C(CCc2ccncc2)(Cc2ccc3c(c2)OCO3)C1=O
Screen / compound no.	1	2	3	4	5	6	7	8
SDO1 yeast rescue	0.4	0.29	0.94	1.53	0.04	-0.49	0.76	-0.85
SDO1 yeast rescue Rescue 24 h	0.02	-0.83	0.2	1.96	0.13	-0.84	-0.36	-0.72
Insulin prom inh	-14.3	30.4	i	nt	-8.3	-18.8	-13.3	nt

9) O=[N+]([O-])c1ccc(C2[C@H]3C(c4ccccc4)=NC4(CCCC4)N23)cc1 (some centres undefined)
10) CN1CCN(C(=O)COc2ccc(-c3nc4ccccc4s3)cc2)CC1
11) CN(C)C(=O)Oc1c(Cl)cc(Cl)c2ccccc12
12) O=c1c2ccccc2nc(/C=C/c2ccc([N+](=O)[O-])o2)n1-c1ccc(O)cc1
13) CC(=O)[C@@]1(O)CC[C@H]2[C@@H]3CC=C4C[C@@H](O)CC[C@]4(C)[C@H]3CC[C@@]21C
14) c1cncc(CNC2=NCCC2)c1
15) COc1cc2[nH]c(=S)n(-c3ccccc3)c(=O)c2cc1OC
16) COc1cc(CN2C(=O)NC(=O)C3(Cc4cc(C)ccc4N(C)C3)C2=O)cc(OC)c1 (centres undefined)
Screen / compound no.	9	10	11	12	13	14	15	16
SDO1 yeast rescue	-1.03	-0.52	-1.03	nt	-1.39	0.88	nt	-1.43
SDO1 yeast rescue Rescue 24 h	-0.93	-0.95	-0.52	nt	-0.44	1.23	nt	-0.95
Insulin prom inh	nt	nt	-43.8	i	0.0	-7.1	-41.7	54.4

17) CC(=O)c1ccc2c(c1)OCO2
18) O=c1c2ccccc2nc(-c2ccc(-c3ccccc3)cc2)n1-c1ccncc1
19) Cc1nn(Cc2ccccc2Cl)c(C)c1C(=O)OCC(=O)NC1CCCC(C)C1C (centres undefined)
20) COc1ccc(C(=O)CC2C(=O)N(C)C(=O)N(C)C2=O)cc1
21) Cc1nc2ccccc2c(=O)n1-c1cc(F)ccc1F
22) CC(C)c1ccc(-n2c(O)c(/C=N/NC(=O)c3ccncc3)c(=O)[nH]c2=O)cc1
23) COc1ccc(N2CCN(CCCN)CC2)cc1
24) O=C1C(=O)c2ccccc2-c2ccccc21
Screen / compound no.	17	18	19	20	21	22	23	24
SDO1 yeast rescue	0.49	-2.4	-1.21	0.34	nt	1.18	nt	-2.85
SDO1 yeast rescue Rescue 24 h	-0.24	-2.1	-1.21	0.32	nt	1.52	nt	-2.3
Insulin prom inh	0.0	15.4	-12.9	8.0	33.3	nt	8.3	-17.4

25) O=C1CC(N2CCC(n3c(=O)[nH]c4ccccc43)CC2)C(=O)N1c1ccc(F)cc1 (centres undefined)
26) Cc1cc(OCc2cc(C(=O)O)oc2C)c2c3c(c(=O)oc2c1)CCCC3
27) CCCCn1c(C)c(C(=O)OCC)c2c(CN3CCOCC3)c(O)ccc21
28) CC(C)Cc1[nH]c(=O)c(C#N)c2c1CCC2
29) CCN1c2nc3ccccn3c(=O)c2CC2(C(=O)N(C)C(=O)N(C)C2=O)C1C (centres undefined)
30) Cc1cccc(N2C(=O)NC(=O)C3(Cc4cc(C)ccc4N(C)C3)C2=O)c1 (centres undefined)
31) Cc1cc(/C=C2\C(=O)NC(=O)N(c3ccc(Cl)cc3)C2=O)c(C)n1-c1sc2c(c1C#N)CCCC2
32) CC1(C)NCCN2C(=O)CSC21 (centres undefined)
Screen / compound no.	25	26	27	28	29	30	31	32
SDO1 yeast rescue	2.01	0.87	-0.05	0.69	0.21	-0.59	-0.73	0.43
SDO1 yeast rescue Rescue 24 h	2.81	0.74	-0.62	-0.15	-0.71	-0.3	-0.97	0.89
Insulin prom inh	43.8	-30.0	20.7	28.6	30.7	53.9	nt	18.6

33) CN1C(=O)C(=Cc2ccc(OCCN(C)c3ccccn3)cc2)C(=O)N(C)C1=O
34) CNS(=O)(=O)c1ccc(N=Cc2c(O)n(-c3ccccc3)c(=O)[nH]c2=O)cc1
35) CCOP(=S)(NN(Cc1ccccc1)C(=O)c1ccccc1)OCC
36) CCn1c(=O)n(CC(=O)N2CCC3(CC2)OCCO3)c(=O)c2ccccc21
37) CCCn1nc2ccccc2c1P(=O)(N1CCOCC1)N1CCOCC1
38) CN1CCN(c2ccc(N)cc2)CC1
39) COc1ccc(C)cc1NC(=O)c1c(C)nn(Cc2ccccc2)c1Cl
40) Clc1ccc(N2CCN(Cc3ccccc3Cl)CC2)cc1
Screen / compound no.	33	34	35	36	37	38	39	40
SDO1 yeast rescue	nt	nt	-0.89	0.55	0.09	-0.38	-1.28	-0.15
SDO1 yeast rescue Rescue 24 h	nt	nt	-0.92	0.4	-0.03	-0.8	-1.12	-0.15
Insulin prom inh	25.9	25.0	-16.7	nt	nt	27.8	nt	25.8

41) CCC(=O)CC(c1ccccc1)c1c(O)c2ccccc2sc1=O (centres undefined)
42) CCc1ccccc1N1C(=O)NC(=O)/C(=C\c2cc(C)n(C)c2C)C1=O
43) O=C1CC(C(=O)N2CCC3(CC2)OCCO3)CN1CCc1ccccc1 (centres undefined)
44) CCNC(=O)NC(=O)C(C)OC(=O)c1c(C)nn(Cc2ccccc2Cl)c1Cl (centres undefined)
45) O=c1c2ccccc2nc(-c2ccccc2)n1-c1cccnc1
46) CCCCCCn1c(O)c(C=NC2CCCCC2N)c(=O)[nH]c1=O (centres undefined)
47) Cc1nc2ccccc2n1C1CCN(Cc2nnnn2CCc2ccccc2)CC1
48) O=c1c2ccccc2nc(CN2CCOCC2)n1-c1ccccc1F
Screen / compound no.	41	42	43	44	45	46	47	48
SDO1 yeast rescue	-2.27	1.17	-0.17	-0.46	0.8	-0.24	0.2	-0.38
SDO1 yeast rescue Rescue 24 h	-2.04	1.09	-0.34	-0.33	0.72	-0.8	0.09	-0.68
Insulin prom inh	21.6	-18.9	80.0*	-56.0	25.6	18.2	nt	20.0

49) C=CCn1c(O)c(C(CC)=NCCc2ccccc2)c(=O)[nH]c1=O
50) CSc1ccc(C(=O)C(C)(C)N2CCOCC2)cc1
51) CN(C)C(=O)Oc1ccc([N+](=O)[O-])cc1
52) O=C(COc1ccc2ccccc2c1)N1CCN(Cc2ccncc2)CC1
53) CC(C)NS(=O)(=O)c1ccc(OCC(=O)N2CCN(Cc3ccccc3)CC2)c(Cl)c1
54) COC(=O)C(O)(c1ccc(NC(=S)NC(=O)c2ccc(Cl)cc2Cl)c(C)c1)C(F)(F)F (centres undefined)
55) CN(C)C(=O)OCc1n(C)cc[n+]1C
56) c1ccc2c(CCNC3=NCCC3)c[nH]c2c1
Screen / compound no.	49	50	51	52	53	54	55	56
SDO1 yeast rescue	-1.07	-1.04	nt	0.3	0.57	-1.92	0.27	-0.08
SDO1 yeast rescue Rescue 24 h	-0.98	-1.7	nt	0.03	0.79	-1.46	0.16	-0.86
Insulin prom inh	i	-257.1	0.0	-1.8	-355.6	-31.4	-43.8	nt

57) O=C(Cn1cc(C(=O)c2ccccc2F)c2ccccc21)NCc1ccco1
58) CC(C)N1CC=C(c2c[nH]c3ccccc23)CC1
59) CCOC(=O)c1cncn1C(C)c1ccccc1 (centres undefined)
60) CCOC(=O)C1=C(N)OC(C)=C(C(=O)OCCOC)C12C(=O)Nc1ccccc12 (centres undefined)
61) O=C(NC1(C(F)(F)F)Oc2ccc(Cl)cc2O1)N1CCC2(CC1)OCCO2 (centres undefined)
62) O=C1C2(c3ccccc3)CN3CN(C2)CC1(c1ccccc1)C3
63) CSc1ncc(/C=C2/C(=O)NC(=O)N(C3CCCCC3)C2=O)cn1
64) O=C(CNC(=O)OCc1ccccc1)NCC(=O)Nc1ccc(Br)cc1C(=O)c1ccccc1
Screen / compound no.	57	58	59	60	61	62	63	64
SDO1 yeast rescue	0.26	1.1	-0.39	-0.03	-0.41	-0.12	-0.06	0.09
SDO1 yeast rescue Rescue 24 h	0.06	0.53	0.14	1.04	-0.45	-1.12	-0.89	0.19
Insulin prom inh	nt	nt	11.1	-88.2	48.6	-26.7	14.8	-77.8

A draw from above in order of count of non-hydrogen atoms, descending.
16) COc1cc(CN2C(=O)NC(=O)C3(Cc4cc(C)ccc4N(C)C3)C2=O)cc(OC)c1 (centres undefined)
19) Cc1nn(Cc2ccccc2Cl)c(C)c1C(=O)OCC(=O)NC1CCCC(C)C1C (centres undefined)
18) O=c1c2ccccc2nc(-c2ccc(-c3ccccc3)cc2)n1-c1ccncc1
29) CCN1c2nc3ccccn3c(=O)c2CC2(C(=O)N(C)C(=O)N(C)C2=O)C1C (centres undefined)
52) O=C(COc1ccc2ccccc2c1)N1CCN(Cc2ccncc2)CC1
43) O=C1CC(C(=O)N2CCC3(CC2)OCCO3)CN1CCc1ccccc1 (centres undefined)
9) O=[N+]([O-])c1ccc(C2[C@H]3C(c4ccccc4)=NC4(CCCC4)N23)cc1 (some centres undefined)
13) CC(=O)[C@@]1(O)CC[C@H]2[C@@H]3CC=C4C[C@@H](O)CC[C@]4(C)[C@H]3CC[C@@]21C
45) O=c1c2ccccc2nc(-c2ccccc2)n1-c1cccnc1
40) Clc1ccc(N2CCN(Cc3ccccc3Cl)CC2)cc1
Screen / compound no.	16	19	18	29	52	43	9	13	45	40
SDO1 yeast rescue	-1.43	-1.21	-2.4	0.21	0.3	-0.17	-1.03	-1.39	0.8	-0.15
SDO1 yeast rescue Rescue 24 h	-0.95	-1.21	-2.1	-0.71	0.03	-0.34	-0.93	-0.44	0.72	-0.15
Insulin prom inh	54.4	-12.9	15.4	30.7	-1.8	80.0*	nt	0.0	25.6	25.8

21) Cc1nc2ccccc2c(=O)n1-c1cc(F)ccc1F
4) N=C1c2ccccc2CN1CC(=O)c1ccccc1
11) CN(C)C(=O)Oc1c(Cl)cc(Cl)c2ccccc12
56) c1ccc2c(CCNC3=NCCC3)c[nH]c2c1
24) O=C1C(=O)c2ccccc2-c2ccccc21
51) CN(C)C(=O)Oc1ccc([N+](=O)[O-])cc1
3) Brc1ccc(C2N3CCCN23)cc1 (centres undefined)
17) CC(=O)c1ccc2c(c1)OCO2
Screen / compound no.	21	4	11	56	24	51	3	17
SDO1 yeast rescue	nt	1.53	-1.03	-0.08	-2.85	nt	0.94	0.49
SDO1 yeast rescue Rescue 24 h	nt	1.96	-0.52	-0.86	-2.3	nt	0.2	-0.24
Insulin prom inh	33.3	nt	-43.8	nt	-17.4	0.0	i	0.0

The listing continues:
65) COc1ccc(S(=O)(=O)NC(CC(=O)N2CCC3(CC2)OCCO3)c2ccco2)cc1 (centres undefined)
66) O=[N+]([O-])c1ccc(N2CCCC2)c(F)c1Br
67) O=C(Nc1ccccc1)N1CC2CC(C1)c1cccc(=O)n1C2 (centres undefined)
68) CCCCCn1c(N)c(C(=O)NCc2cccs2)c2nc3ccccc3nc21
69) CSC1=NP(=S)(SC)N2CCCC2=C1C#N (centres undefined)
70) CC(C)c1ccc(N2C(=O)NC(=O)/C(=C\C=C\c3ccco3)C2=O)cc1
71) Cc1cc(/C=C2\C(=O)NC(=O)N(Cc3ccccc3)C2=O)c(C)n1-c1ccc(Cl)c(C(=O)O)c1
72) O=C(CCCn1c(=O)[nH]c2cc(Cl)ccc2c1=O)N1CCC2(CC1)OCCO2
Screen / compound no.	65	66	67	68	69	70	71	72
SDO1 yeast rescue	0.01	-1.25	nt	0.07	-0.29	nt	1.45	0.46
SDO1 yeast rescue Rescue 24 h	-0.29	-1.85	nt	1.39	-0.04	nt	1.64	-0.12
Insulin prom inh	46.1	41.0	10.5	-20.0	-7.1	-90.0	53.9	-12.5

73) Nc1ccccc1C(=O)OCc1ccc([N+](=O)[O-])cc1
74) CN1CCN(c2ncnc3nc[nH]c23)CC1
75) CC(C)n1c(=O)c(C=Nc2cccc([N+](=O)[O-])c2)c(O)n(CCc2ccccc2)c1=O
76) CCCCC/C(=N\O)c1c[nH]c2ccccc12
Screen / compound no.	73	74	75	76
SDO1 yeast rescue	nt	nt	0.15	-1.49
SDO1 yeast rescue Rescue 24 h	nt	nt	0.22	-0.98
Insulin prom inh	-65.0	0.0	57.1	0.0

Given with tabs: part of the list above.
No.	compound	SDO1 yeast rescue	SDO1 yeast rescue Rescue 24 h	Insulin prom inh
75	CC(C)n1c(=O)c(C=Nc2cccc([N+](=O)[O-])c2)c(O)n(CCc2ccccc2)c1=O	0.15	0.22	57.1
76	CCCCC/C(=N\O)c1c[nH]c2ccccc12	-1.49	-0.98	0.0

High-throughput results deposited in PubChem BioAssay by several laboratories.
